CCT chaperon mod – modulators of cytosolic chaperonin (CCT/TRiC) activity. 0.3% of 360,000 active. activity change, % (test concentration not listed), hits read low. purified chaperonin ATPase assay, HTRF ADP detection, 30 min; in the data active means activity change below about -30%; further: on the % scale 0 is the no-effect control and ±100 the full control effect
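Enzyme 40 or 20 nM (batch-dependent) in Tris pH 7.4/KCl/MgCl2/DTT; cpd 76 uM single point; ATP 10 uM; 30 min 37 °C; Transcreener ADP HTRF detection, 30 min RT; ratio 665/615.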
WRN inhibitor – blocks human WRN helicase; Potency, µM (doses to about 114 µM), without a hit: top-dose activity change, negative = inhibition, usual class: inhibitors; Q14191; WRN helicase unwinding, fluorescent forked duplex, kinetic; 0.46% of 360,000 active; further: potency means the concentration at half of the fitted maximal effect; on the % scale 0 is the no-effect control and ±100 the full control effect; nearly all actives have a fitted effect of over 55% in size
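WRN at 20 nM final was preincubated with compound for 15 min at room temperature; reaction started with 100 nM forked duplex oligonucleotide carrying fluorophore and quencher plus 2 mM ATP (final). Unwinding followed kinetically by red fluorescence (ex 525/em 598 nm).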
PI5P4Ka inh – blocks human PI5P4K alpha kinase activity; P48426; 1.2% of 330,000 active; AID 652105; PI5P4Kalpha enzyme, ADP-Glo luminescence, 60 min; active compounds read low; max response, %; active means max response of -50% or lower; inconclusive means between -30% and -50%; inactive means -30% or higher; further: value at the top dose of about 77 µM; on the % scale 0 is the no-effect control and ±100 the full control effect
Target sequence (P48426 whole entry, looked up): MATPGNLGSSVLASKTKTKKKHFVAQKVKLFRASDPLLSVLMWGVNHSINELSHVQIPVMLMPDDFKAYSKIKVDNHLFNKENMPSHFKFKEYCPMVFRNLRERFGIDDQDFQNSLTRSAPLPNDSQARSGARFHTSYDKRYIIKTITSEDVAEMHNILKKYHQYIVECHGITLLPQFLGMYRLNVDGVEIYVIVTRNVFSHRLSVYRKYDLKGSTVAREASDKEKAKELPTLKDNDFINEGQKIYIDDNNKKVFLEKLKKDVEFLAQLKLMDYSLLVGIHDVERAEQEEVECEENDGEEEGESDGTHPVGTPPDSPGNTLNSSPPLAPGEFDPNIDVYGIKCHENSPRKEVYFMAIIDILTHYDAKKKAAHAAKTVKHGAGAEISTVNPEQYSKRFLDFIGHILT
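Enzyme plus substrate dispensed, test compounds pinned in, then ATP (5 microM final) added. After 60 min at RT, ADP-Glo reagent 1 for 45 min and reagent 2 for 30 min preceded luminescence imaging.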
EPAC2 agonist – activates human EPAC2 exchange factor. AID 720711. Potency, µM (doses to about 154 µM), inactives show top-dose activation, most hits filed as activators. Q8WZA2. EPAC2 activation, biochemical qHTS; response scale: 100% = 6.5 mM cAMP response. 0.079% of 360,000 active; further: potency means the concentration at half of the fitted maximal effect; nearly all actives have a fitted effect of over 50% in size
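EPAC2 (100 nM) mixed with Rap1B loaded with BODIPY-GDP (250 nM) plus 50 uM unlabeled GDP; compounds pinned in, 5 min RT, then read every 5 min for 30 min (ex 480, em 540 nm). Normalized to cAMP control.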
PLK1 PBD block – PLK1 (human) polo-box domain binding inhibition. P53350. 2.8% of 360,000 active. Potency, µM, for the others: max response, negative = inhibition, usual class: inhibitors. Plk1 PBD binding of FITC phosphopeptide, fluorescence polarization. AID 720504; further: potency means the concentration at half of the fitted maximal effect; series mostly up to about 57 µM; on the % scale 0 is the no-effect control and ±100 the full control effect; nearly all actives have a fitted effect of over 65% in size
Target sequence (P53350 whole entry, looked up, the tested form may be a part): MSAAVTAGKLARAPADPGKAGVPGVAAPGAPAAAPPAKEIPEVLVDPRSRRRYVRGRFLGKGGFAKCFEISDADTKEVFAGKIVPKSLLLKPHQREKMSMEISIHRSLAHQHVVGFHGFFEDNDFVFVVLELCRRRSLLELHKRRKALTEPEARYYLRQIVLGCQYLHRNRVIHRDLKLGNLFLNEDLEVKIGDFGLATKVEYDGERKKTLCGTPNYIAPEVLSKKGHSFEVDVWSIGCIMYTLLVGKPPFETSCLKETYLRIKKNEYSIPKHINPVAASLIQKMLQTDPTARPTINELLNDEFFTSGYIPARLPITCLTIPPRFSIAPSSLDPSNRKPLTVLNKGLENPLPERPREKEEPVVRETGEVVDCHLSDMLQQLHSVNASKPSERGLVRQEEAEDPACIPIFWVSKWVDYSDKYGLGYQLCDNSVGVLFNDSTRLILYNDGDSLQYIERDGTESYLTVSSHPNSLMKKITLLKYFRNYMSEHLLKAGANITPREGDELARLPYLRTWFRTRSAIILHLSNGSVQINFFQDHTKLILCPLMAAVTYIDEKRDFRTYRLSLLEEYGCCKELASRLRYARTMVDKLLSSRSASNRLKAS
EPAC1 agonist – activates human EPAC1 exchange factor | EPAC1 agonist qHTS, biochemical assay; response scale: 100% = response to 6.5 mM cAMP | Potency, µM (series often up to 154 µM), for inactives: top-dose activation, actives largely listed as activators | 0.073% of 360,000 active | AID 720707; further: potency means the concentration at half of the fitted maximal effect; nearly all actives have a fitted effect of over 60% in size
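Multi-concentration qHTS readout: loss of Rap1B-bound BODIPY-GDP fluorescence driven by 100 nM EPAC1 with excess GDP (50 uM), monitored kinetically at room temperature; agonist response expressed relative to 6.5 mM cAMP.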
EPAC1 antag – blocks human EPAC1 exchange factor; O95398; EPAC1 GEF assay, Rap1b-BODIPY-GDP exchange fluorescence; Potency, µM (top dose mostly 115 µM), for inactives: at the top dose activity change, negative = inhibition, hits mostly inhibitors; 0.14% of 360,000 active;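 further: potency means the concentration at half of the fitted maximal effect; plate controls were vehicle for no effect and positive control for full effect; nearly all actives have a fitted effect of over 50% in size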
IL-2 act – IL-2 activation. activation, % (series mostly up to about 46 µM). 0.065% of 360,000 active. IL-2 activation reporter assay, cell-based qHTS; stimulated with anti-CD3/CD4/CD28 beads; in transgenic mouse T cells; in the data active means activation above about 50%; inconclusive means mostly about 30% to 49%; further: 0% is about no effect
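First, unstimulated transgenic mouse T cells were exposed to compound for 60 min. Next, anti-CD3/anti-CD4-coated beads with anti-CD28 were added. Finally, after 18 h at 37 degrees C, EGFP and DsRed were imaged.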
Starred values were filed as active, the others as inactive; ? = inconclusive; . = no result given; [ ] = remark or other dose. Unless noted, the call rests on the fitted dose curve; in most records, active means well fitted curve in the direction sought with a large enough effect; inconclusive means small, poorly fitted or top-dose-only effect, or another doubt; inactive means no such curve, though single readings can be large; an effect the other way counts as inactive or inconclusive. A portion of the library (hit frequency here may not be typical).

SMILES | CCT chaperon mod | WRN inhibitor | PI5P4Ka inh | EPAC2 agonist | PLK1 PBD block | EPAC1 agonist | EPAC1 antag | IL-2 act
Cc1ccc(Cl)cc1N1CCN(S(=O)(=O)c2c(C)noc2C)CC1 | -1.2 | -2% | 3 | 14% | -4% | 6% | -17% | -1.1
Cn1c(Cn2c(=O)sc3ccccc32)nnc1SCC(=O)Nc1ccccc1F | 0.9 | 5% | 2 | 7% | -1% | -7% | -21% | 0.3
COc1cc(C(=O)Nc2cc(-c3cn4cccnc4n3)ccc2C)cc(OC)c1OC | -4.2 | 5% | -5 | 1% | -8% | 11% | 2% | -0.6
CC1CCN(C(=O)CCNS(=O)(=O)c2ccccc2)CC1 | 0.2 | 0% | -5 | 12% | -5% | 5% | 11% | -1.5
CC(C)OC(=O)CC(=O)CSc1nc2c(cc1C#N)CCCCC2 | -0.6 | -15% | 0 | 10% | -5% | 4% | -9% | -1.8
Cc1ccc(N(CC(=O)NCCSc2ccccn2)S(=O)(=O)c2ccc(F)cc2)cc1 | 2.1 | -3% | 1 | 13% | -8% | 9% | -24% | 0.1
COCCNC(=O)c1ccc(CN2CCC(Cc3ccccc3)CC2)cc1 | -7.2 | -28% | 1 | 0% | -9% | 6% | 7% | 0.2
CCN1CCN(/C=N/c2nc3c(s2)CCCC3)CC1 | 1.2 | 1% | . | -3% | -10% | -5% | 2% | 2.4
CN(C(=O)CSc1nnc(-c2ccccc2)n1C)C1CCS(=O)(=O)C1 (centres undefined) | -1.7 | 6% | -12 | 2% | 27µM* | 2% | 1% | -1.2
COc1ccc(C)cc1NC(=O)C(NCC1CCCO1)c1ccccc1 (centres undefined) | -0.5 | 7% | 3 | 15% | -23% | 3% | 1% | -1.0
CCCCCCCc1c(O)nc(SCCN2CCOCC2)[nH]c1=O | -2.3 | 14% | -1 | 8% | -9% | 2% | -16% | 0.2
COc1ccnc(Oc2ccccc2)c1C(N)=O | -1.4 | -30% | -3 | 9% | -21% | -3% | -15% | 0.2
Cc1ccc(NC(=O)COc2ccc(/C=C3/NC(=O)NC3=O)cc2)cc1 | -2.0 | 1% | -7 | 10% | 1% | -11% | -11% | -1.7
C/C(=N\N1CCN(Cc2ccccc2Cl)CC1)c1ccc([N+](=O)[O-])cc1 | -0.6 | -7% | 1 | 9% | -3% | 11% | -10% | 1.9
COCCNC(=O)C1(C)CCCN(Cc2csc3ccccc23)C1 (centres undefined) | 0.9 | 11%[57.1 µM] | 1 | -1% | -4% | -9% | -20% | -1.0

A few values from the results shown:
CN(C(=O)CSc1nnc(-c2ccccc2)n1C)C1CCS(=O)(=O)C1 (centres undefined) in WRN inhibitor = 6%
Cn1c(Cn2c(=O)sc3ccccc32)nnc1SCC(=O)Nc1ccccc1F in WRN inhibitor = 5%

(further entries)
SMILES | CCT chaperon mod | WRN inhibitor | PI5P4Ka inh | EPAC2 agonist | PLK1 PBD block | EPAC1 agonist | EPAC1 antag | IL-2 act
CC(=O)c1cnc2c(-c3ccccc3)c(C(F)(F)F)nn2c1C | -8.0 | -9% | -7 | 3% | -3% | -8% | -6% | -3.3
Cc1ccc(NC(=O)CN2CCC(C(N)=O)CC2)cc1[N+](=O)[O-] | 0.6 | 2% | -4 | 2% | -2% | 5% | 2% | -0.4
CCOC(=O)c1ccc(-n2c(CN3CCOCC3)nc3ccc([N+](=O)[O-])cc3c2=O)cc1 | 0.9 | -7% | 1 | 0% | -1% | -2% | 24% | -0.4
CCC(CC)C(=O)N1c2ccc(F)cc2CCC1C (centres undefined) | -2.0 | 2% | -1 | -7% | -8% | 3% | 1% | -2.3
COc1ccc(NC(=O)CC2SC(N3CCOCC3)=NC2=O)c(OC)c1 (centres undefined) | 1.6 | -4%[11.6 µM] | -2 | 4% | -4% | 1% | -1% | -0.6
CCOC(=O)C12CNC(=O)C(C(=O)OCC)(CNC1=O)C2 | -6.8 | 4% | -9 | 3% | 1% | -17% | -16% | 0.4
O=C(CCn1c(=O)c2ccccc2n(Cc2cccc([N+](=O)[O-])c2)c1=O)N1CCc2ccccc2C1 | -0.5 | -15%[57.1 µM] | 2 | 4% | 2% | 0% | -12% | -1.1
Cc1ccccc1CNc1nc(N)n(-c2ccccc2)n1 | -1.3 | 3% | 7 | 9% | -12% | -2% | -24% | -4.2
Fc1cccc(Cl)c1-c1nnc2ccc3ccccc3n12 | -1.8 | -7% | -2 | 8% | -18% | -1% | 5% | 0.2
C[C@]1(CO)CCC[C@@]2(C)C1CC[C@@H](CO)[C@@H]2CCc1ccoc1 (some centres undefined) | -4.0 | -2% | 4 | 4% | 3% | -1% | -9% | -2.6
O=C(NCc1cccnc1)Nc1ccc(Cl)cc1 | -1.7 | 0% | -2 | 2% | -5% | 6% | -6% | -1.4
O=C1CC(c2ccccc2Cl)CC(O)=C1C=NCCCO (centres undefined) | -6.7 | 2% | -1 | 3% | -3% | 2% | -1% | -0.1
Nc1nc2c3ccccc3nc(Cc3ccccc3)n2n1 | -1.1 | -3%[57.1 µM] | . | -2% | 0% | 0% | -2% | 0.4
Cc1ccc(Cn2nnc3c(=O)n(CC(=O)NCc4ccc5c(c4)OCO5)cnc32)cc1 | -4.5 | -8%[57.1 µM] | . | 4% | -2% | 11% | 6% | -0.8
CCCN(CCC)C(=O)CSc1nc2c(sc(=S)n2-c2ccc(OCC)cc2)c(=O)[nH]1 | -6.2 | -1% | 8 | -12% | ? | 1% | -24% | -1.1
CN(Cc1ccccc1)C(=O)CN(C1CCCCC1)S(C)(=O)=O | 0.0 | -4% | 3 | 0% | -1% | 14% | -2% | 1.4
COc1ccc(-c2nc(CN3CCN(C(=O)c4ccco4)CC3)c(C)o2)c(F)c1 | -1.0 | -25% | 7 | -3% | -3% | 2% | -3% | 3.4
COc1cc(C(=O)Nc2nncs2)cc(OC)c1OC | 0.9 | -8% | 13 | -5% | -7% | 0% | -4% | 1.3
COc1ccc(/C=C/c2nc3ccccc3n2C)cc1 | -4.4 | -3% | -62* | 18% | -7% | 1% | -10% | -3.2
CSc1nnc(CSCc2ccc(Cl)cc2Cl)n1-c1ccccc1 | -3.8 | -3% | . | 17% | -5% | ? | 5% | 1.6
O=C(OCN1C(=O)c2ccccc2C1=O)c1ccco1 | -2.5 | 0% | -6 | 2% | -9% | 5% | 5% | -0.5
COc1ccc(CN2CCNC(=O)C2CC(=O)N(C)CC2CCOCC2)cc1OC (centres undefined) | 0.6 | 4% | 0 | 3% | -1% | -13% | -28% | 0.2
O=C(c1ccccc1F)N1CCN(c2ccc([N+](=O)[O-])c(NCc3cccnc3)c2)CC1 | -3.8 | -5% | -6 | 14% | -7% | 9% | -14% | -3.1
O=S(=O)(Nc1nc2ccccc2nc1Cl)c1ccc2c(c1)OCCO2 | -5.2 | -21% | -8 | 12% | -6% | 6% | -14% | 4.5
O=C(CN1CCCCC1)Nc1cccc(Br)c1 | -2.9 | 5% | 0 | 5% | 3% | -1% | -7% | -0.5
CCOC(=O)c1c(=O)n(O)c2ccc(OC)cc2[n+]1[O-] | 0.7 | 6% | -8 | -1% | -13% | -6% | -8% | 3.6
CC1=NN(c2ccccc2)C(=O)/C1=C\c1cc(C)n(-c2cccnc2)c1C | -0.3 | -3% | 5 | -12% | -6% | 3% | -16% | 1.7
COc1ccc(OCCSc2ncn[nH]2)cc1 | -3.4 | -2% | . | 8% | 0% | -4% | 1% | 0.5
COc1ccccc1-c1nc2n(n1)C(c1ccc(Cl)cc1)C(C(N)=O)=C(C)N2 (centres undefined) | 0.4 | 1% | 0 | 2% | -2% | -7% | 2% | -1.4
CCOC(=O)/C=c1\s/c(=C\c2ccc(C)cc2)c(=O)n1CC(=O)NCc1ccco1 | -15 | -5% | 1 | -8% | -4% | -5% | 4% | -0.5

PI5P4Ka inh, what is marked active above.
Compound | CCT chaperon mod | WRN inhibitor | PI5P4Ka inh | PLK1 PBD block | EPAC1 agonist | EPAC1 antag | IL-2 act
COc1ccc(/C=C/c2nc3ccccc3n2C)cc1 | -4.4 | -3% | -62* | -7% | 1% | -10% | -3.2

(listing goes on)
SMILES | CCT chaperon mod | WRN inhibitor | PI5P4Ka inh | EPAC2 agonist | PLK1 PBD block | EPAC1 agonist | EPAC1 antag | IL-2 act
O=C(CNc1cccc(S(=O)(=O)N2CCCCCC2)c1)Nc1cccc([N+](=O)[O-])c1 | 0.5 | -6% | 0 | -1% | 2% | -8% | -11% | -0.9
CCOC(=O)C1=CN(Cc2cccc(F)c2)S(=O)(=O)NC1c1ccc(Br)cc1F (centres undefined) | 0.2 | -8% | -7 | 9% | -20% | -6% | ? | -0.5
COc1cccc(CNC(=O)CN(C)S(=O)(=O)c2ccc3c(c2)CC(C)N3C(C)=O)c1 (centres undefined) | -0.5 | 0%[57.1 µM] | 3 | -3% | -8% | 1% | 3% | 1.9
Cc1cc(C)c(NC(=O)COC(=O)c2c(C)noc2C)c(Cl)c1 | 2.0 | 2% | -1 | 6% | -8% | 4% | -5% | -0.3
CCOc1ccccc1C(=O)NCC(=O)OCCOc1cccc(Cl)c1 | -16 | -8% | 3 | 11% | -1% | 9% | -8% | -2.0
Cc1ccc(/C=C2\SC(=S)N(C3CCS(=O)(=O)C3)C2=O)cc1 (centres undefined) | -1.2 | 2% | 1 | 12% | -20% | 2% | -10% | 2.1
CCCc1ccc(OCc2ccc(C(=O)OC)o2)c(OC)c1 | -0.3 | 5% | . | 20% | 5% | 6% | 0% | -2.6
COc1ccc(C(CNC(=O)c2ccc(OCC3CCCO3)cc2)N2CCOCC2)cc1 (centres undefined) | 1.9 | 20% | -1 | 7% | -7% | -4% | -8% | 1.4
CN1C(=O)C(O)(c2sc(N)nc2-c2ccccc2)c2ccccc21 (centres undefined) | -0.1 | -1% | 1 | 6% | -3% | 13% | 0% | 1.9
CCC(C)Nc1nc(Cl)nc(N(C#N)CN2C(=O)c3ccccc3S2(=O)=O)n1 (centres undefined) | 1.3 | 3% | -2 | -3% | -10% | 7% | -6% | -2.3
O=C(O)c1cc(-c2ccc3ccccc3n2)nc2ccccc12 | -0.9 | 8% | 4 | 3% | -6% | -12% | ? | -1.9
C=CCOc1ccc(CNc2ccc(NC(=O)CC(C)C)cc2)cc1OC | 1.4 | -1% | 1 | 2% | 3% | 6% | 1% | -0.6
CN(CC(=O)N1CCc2ccccc2C1)S(=O)(=O)c1ccc2c(c1)c(=O)n(C)c(=O)n2C | -1.8 | -3% | 3 | 7% | 1% | 4% | -24% | -0.5

Assay outcomes as filed in PubChem BioAssay.
